Screening results (PubChem)
B2AR arrestin: beta2AR (human) beta-arrestin recruitment activity. actives 0.02% (n = 330,000). beta-arrestin recruitment to beta2AR, cell-based reporter. Potency, µM (highest dose often 46.1 µM), for inactives: at the top dose activation, hits mostly activators. P07550;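 also: potency is read from the fitted curve at half-maximal effect; 0% = DMSO controls and full agonism = EC100 isoproterenol or metaproterenol; nearly all actives have a fitted effect of over 65% in size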
PTAP TSG101 blk: blocks PTAP/TSG101 interaction to inhibit HIV-1 budding | Fluorescence polarization, FITC-PTAP peptide / Tsg101 binding | Potency, µM (top dose mostly 115 µM), inactives show at the top dose activity change, negative = inhibition, most hits filed as inhibitors | 340,000 tested, under 10 active | Q99816; active = well fitted inhibition curve with a large enough effect in the main read-out, with a control signal flat, not every such curve was filed as active; inconclusive = small, poorly fitted or top-dose-only effect, or effect the other way, or a change in a side signal; inactive = no such curve, though single readings can be large or run the other way; also: potency is read from the fitted curve at half-maximal effect; % of control where 0% means no effect
Target sequence (Q99816 whole entry, looked up): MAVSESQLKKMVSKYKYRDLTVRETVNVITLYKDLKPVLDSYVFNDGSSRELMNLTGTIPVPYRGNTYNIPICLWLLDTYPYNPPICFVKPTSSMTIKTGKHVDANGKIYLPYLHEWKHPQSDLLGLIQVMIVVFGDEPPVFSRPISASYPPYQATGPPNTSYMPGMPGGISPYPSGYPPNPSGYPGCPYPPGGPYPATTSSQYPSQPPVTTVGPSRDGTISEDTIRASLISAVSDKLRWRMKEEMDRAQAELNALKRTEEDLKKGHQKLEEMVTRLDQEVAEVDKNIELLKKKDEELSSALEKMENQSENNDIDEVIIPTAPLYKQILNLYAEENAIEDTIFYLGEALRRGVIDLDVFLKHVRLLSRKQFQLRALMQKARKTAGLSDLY
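Fluorescence polarization binding of Tsg101 binding domain (10 uM final) to FITC-labeled PTAP peptide (50 nM final) in HEPES pH 7.5 buffer with NaCl, Tween 20, EDTA, TCEP. Compounds added before peptide; binding 20 min at RT.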
Eya2 inh: Eya2 (human) phosphatase inhibition. recombinant Eya2, OMFP fluorescence dephosphorylation (OMFP is methylfluorescein phosphate). Potency, µM (highest dose often 76.9 µM), for inactives: at the top dose activity, negative = inhibition, most hits filed as inhibitors. actives 0.006% (n = 330,000). AID 488837; also: potency is read from the fitted curve at half-maximal effect; % is scaled to controls: 0 for no effect and ±100 for the full control effect
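Eya2 (0.2 uM) preincubated 10 min at ambient with compound, then OMFP substrate added at 50 uM; 10 min reaction in 50 mM HEPES pH 7.5, 50 mM NaCl, 5 uM MgCl2, 0.05% BSA, 1 mM DTT. Fluorescence read at Ex 485/Em 525 nm.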
TSHR antagonist: blocks TSH signaling through the human TSH receptor | P16473 | actives 0.2% (n = 330,000) | TSHR-expressing cells, TSH-stimulated cAMP HTRF, 2 h; hits give low values | activity change, negative = inhibition, % at 11.5 µM;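 active = activity change below a set negative limit, meaning inhibition stronger than a set level, cut at about -70% in these data; inconclusive = activity change between two set negative limits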; also: % is scaled to controls: 0 for no effect and ±100 for the full control effect
Target sequence (P16473 whole entry, looked up): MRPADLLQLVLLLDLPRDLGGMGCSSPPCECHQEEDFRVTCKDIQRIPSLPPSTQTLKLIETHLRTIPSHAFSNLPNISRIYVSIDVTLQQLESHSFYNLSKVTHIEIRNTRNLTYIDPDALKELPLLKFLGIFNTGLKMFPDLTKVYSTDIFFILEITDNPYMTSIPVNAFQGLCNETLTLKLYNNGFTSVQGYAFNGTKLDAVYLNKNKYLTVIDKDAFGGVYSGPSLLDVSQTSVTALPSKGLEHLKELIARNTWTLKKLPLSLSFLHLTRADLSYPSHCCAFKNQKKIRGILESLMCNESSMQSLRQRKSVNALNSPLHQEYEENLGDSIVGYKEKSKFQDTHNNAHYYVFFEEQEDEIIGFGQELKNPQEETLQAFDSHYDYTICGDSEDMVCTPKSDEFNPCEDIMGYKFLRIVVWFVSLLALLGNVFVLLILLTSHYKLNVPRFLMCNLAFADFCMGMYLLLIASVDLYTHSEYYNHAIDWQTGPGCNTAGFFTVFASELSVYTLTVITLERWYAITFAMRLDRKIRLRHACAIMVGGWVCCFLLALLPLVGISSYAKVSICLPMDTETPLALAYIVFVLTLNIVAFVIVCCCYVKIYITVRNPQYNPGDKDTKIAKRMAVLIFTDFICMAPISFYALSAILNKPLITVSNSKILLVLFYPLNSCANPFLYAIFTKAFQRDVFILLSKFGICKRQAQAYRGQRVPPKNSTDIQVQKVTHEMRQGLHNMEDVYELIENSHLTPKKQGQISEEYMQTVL
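TSHR-expressing cells, 200/well, pre-treated with compound, then stimulated with EC80 TSH (4nM final) for 2 hours at 37 deg C. cAMP measured by competitive HTRF: anti-cAMP cryptate antibody in lysis buffer plus cAMP-d2, read after 30 minutes at room temperature.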
Chronic BCR inh: chronic active BCR signaling inhibition | ABC-DLBCL IkBa-CBG/CBR reporter, luminescence ratio, 4 h | AID 493014 | Potency, µM (titrated, usually from 46.1 µM), inactives show at the highest dose ratio change, negative = lower green/red ratio, actives largely listed as inhibitors | actives 0.05% (n = 340,000); active = well fitted inhibition curve with a large enough effect in the signal ratio, with a control signal flat, not every such curve was filed as active; inconclusive = small, poorly fitted or top-dose-only effect, or effect the other way, or a change in a side signal; the % refers to the signal ratio;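 also: potency is read from the fitted curve at half-maximal effect; plate controls were basal doxycycline-induced cells for no effect and cells given 10 µM MG132 for full effect; MG132 reads +100%, hits lower the ratio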
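Doxycycline induced both beetle luciferases in TMD8 lymphoma cells; IKK-driven degradation limits the IkappaBalpha-fused green signal, while red luminescence normalises for cell number and nonspecific effects. Compounds tested up to 46 uM, 4 hrs.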
ELG1 repair inh: ELG1-dependent DNA repair inhibition; HEK293T ELG1-luciferase reporter, luminescence, 16 h; DNA damage induced by 5-fluorouridine; Potency, µM (doses to about 46.1 µM), for inactives: at the top dose activity change, negative = inhibition, hits mostly inhibitors; actives 2.3% (n = 330,000); AID 504467; also: potency is read from the fitted curve at half-maximal effect; % is scaled to controls: 0 for no effect and ±100 for the full control effect; nearly all actives have a fitted effect of over 55% in size
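Cells (2,000 per well) received 5-fluorouridine plus test compound or DMSO and were incubated 16 hr at 37 °C, 5% CO2. Luciferase activity was read by luminescence 30 min after ONE-Glo addition; signal suppression marked inhibition of damage-induced ELG1 function.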
USP2a block: USP2a (human) protease inhibition; O75604; USP2 core, Ub-CHOP2 coupled fluorogenic reporter, 485/531; Potency, µM (series often up to 38.3 µM), for the others: at the top dose activity change, negative = inhibition, usual class: inhibitors; actives 0.01% (n = 330,000); AID 463254;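 also: potency is read from the fitted curve at half-maximal effect; plate controls were DMSO wells for no effect and full inhibition by NEM control for full effect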
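Cell-free coupled assay: 10nM USP2 core preincubated 30min RT with compound in Tris-HCl pH 8.0/CaCl2/CHAPS buffer, then 25nM Ub-CHOP2 and 25nM reporter substrate; fluorescence (Ex 485/Em 531) read after 60min RT, normalized to NEM inhibition, concentration-response curves fitted.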
Tb PFK block: inhibitors of T. brucei phosphofructokinase. O15648. T. brucei PFK, ADP-Glo luminescence. Potency, µM (top dose mostly 57.5 µM), for the others: at the highest dose activity, negative = inhibition, hits mostly inhibitors. actives 0.17% (n = 330,000);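 also: potency is read from the fitted curve at half-maximal effect; 0% = uninhibited 1x PFK enzyme wells and -100% = no-enzyme wells; nearly all actives have a fitted effect of over 60% in size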
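Activity is normalized to no-enzyme wells (full inhibition) and 1.25 nM enzyme wells (no inhibition). Reaction: 0.5 mM F6P, 0.1 mM ATP, 45 min RT, ADP-Glo luminescence; concentration-response curves fitted and classed by quality.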
TCR activator: T cell receptor activation | Potency, µM (highest dose often 9.22 µM), for the others: at the top dose activation of IL-2 secretion, usual class: activators | AID 504894 | primary human leukocytes, anti-CD3, IL-2 HTRF, 48 h | 330,000 tested, under 10 active; also: % of control where 0% means no effect
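Primary human leukocytes were stimulated with a-CD3 beads plus compounds for 48 hr without co-stimulation; secreted IL-2 was quantified by HTRF using a-IL-2-K (europium cryptate) and a-IL-2-d2, excited at 320nm with acceptor emission read at 665nm.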
uPA generation: cell surface uPA generation inhibition; Potency, µM (series often up to 38.3 µM), for inactives: at the top dose activity change, negative = inhibition, actives largely listed as inhibitors; AID 540303; cell surface uPA generation assay, qHTS; actives 0.31% (n = 330,000); active = well fitted inhibition curve with a large enough effect; inconclusive = small, poorly fitted or top-dose-only effect; inactive = no such curve, though single readings can be large or run the other way; tested in mouse RAW 264.7 cells; also: potency is read from the fitted curve at half-maximal effect; % is scaled to controls: 0 for no effect and ±100 for the full control effect; nearly all actives have a fitted effect of over 55% in size
Mito fusion act: inhibitors of mitochondrial division or activators of mitochondrial fusion; S. cerevisiae fusion-defective mutant growth rescue, CellTiterGlo 48 h; Potency, µM (highest dose often 46.1 µM), without a hit: at the highest dose growth rescue (activation), actives largely listed as activators; actives 0.23% (n = 320,000);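 also: potency is read from the fitted curve at half-maximal effect; % of control where 0% means no effect; nearly all actives have a fitted effect of over 45% in size; temperature-sensitive fusion mutants such as fzo1-1 at 37 °C on non-fermentable ethanol glycerol medium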
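Luminescent cell viability in 1536-well qHTS format served as the measure of rescued growth in ts fusion-mutant S. cerevisiae cultured on non-fermentable YPEG for 48 hours at 37C.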
* hit, by the source's call; ? = inconclusive; / = not tested or not shown; [ ] = dose if it differs, or a comment. Unless noted, calls follow the shape of the dose curve; as a rule, active = well fitted curve in the direction sought with a large enough effect; inconclusive = small, poorly fitted or top-dose-only effect, or another doubt; inactive = no such curve, though single readings can be large; an effect the other way counts as inactive or inconclusive.

SMILES	B2AR arrestin	PTAP TSG101 blk	Eya2 inh	TSHR antagonist	Chronic BCR inh	ELG1 repair inh	USP2a block	Tb PFK block	TCR activator	uPA generation	Mito fusion act
Cc1ccc(S(=O)(=O)Nc2ccccc2C=Nc2cccc(C)c2C)cc1	-0.3%	-3%	4%	-8	5%	-13%	2%	0%	3%[46.1 µM]	-1%	1%
COC(CNC(=O)c1cc(C(=O)c2c(-c3c(Cl)cccc3Cl)noc2C)c[nH]1)OC	0.1%	-8%	3%	-20	-1%	-28%	0%	2%	-2%	11%	2%
CN(C)S(=O)(=O)c1ccc(Cl)c(NC(=O)COC(=O)[C@@H]2CCCN2C(=O)c2cccs2)c1	0.2%	1%	4%	4	?	12%	2%	0%	-6%	8%	3%
CCCOC(=O)/C(C)=N\NC(=O)c1ccco1	-0.2%	1%	-22%	39	?	?	1%	8%	0%	-3%	-2%
CCCc1c(C)c2ccc(OCC(C)=O)cc2oc1=O	-0.9%	-11%	19%[15.4 µM]	-5	-4%	?	-1%	-3%	1%	-3%	3%
CCOC(=O)c1ccccc1NC(=O)CN1C(=O)NC(C)(CCc2ccccc2)C1=O (configuration not stated)	0.4%	-1%	-9%	9	1%	-14%	-6%	0%	1%	-2%	-9%
COc1ccc(-c2ccc3c(c2)S(=O)(=O)c2cccc(C(=O)N4CCN(c5ccc(Cl)cn5)CC4)c2C3=O)cc1OC	11%	-1%	5%	-2	-2%	?	-9%	8%	1%	2%	/
O=C(CN1C(=O)COc2ccc(Cl)cc21)NC1CC1	-0.1%	-6%	-13%	9	3%	19%	-4%	-14%	-12%	-13%	1%
O=C(NC(=S)N1CCOCC1)c1cc2ccccc2o1	0.4%	-1%	4%	-3	1%	?	-1%	0%	-4%	3%	-15%
O=C(NNC(=O)c1ccc(Cl)c([N+](=O)[O-])c1)c1ccncc1	0.3%	0%	-28%	-6	?	-11%	2%	4%	4%	-4%	1%
COc1ccc(F)c(C2C(C#N)=C(N)Oc3n[nH]c(C(C)(C)C)c32)c1 (configuration not stated)	0.0%	-11%	-24%	-9	?	-1%	-5%	-2%	-9%	5%	0%
Oc1ccc(C[C@@H]2CNCCN2CCC23CC4CC(CC(C4)C2)C3)cc1	-0.5%	/	-8%	8	?	?	-2%	-1%	4%	?	-19%
CC(C)=Nc1ccccc1C1COC(=O)C1=N (configuration not stated)	-0.9%	1%	5%	-6	-6%	-7%	3%	-8%	1%[46.1 µM]	2%	-13%
COc1ccc2cc3c(N)nn(C(=O)c4ccc(F)cc4)c3nc2c1	-0.9%	-1%	3%	-4	?	4.1µM*	0%	-6%	4%	-1%	1%
COc1ccc(-n2c(SCC(=O)Nc3ccccc3C)nc(O)c(Cc3ccccc3)c2=O)cc1	-0.1%	-1%	-2%	9	-2%	?	3%	-4%	3%	-2%	-5%
NS(=O)(=O)c1ccc(CCNC(=O)Cc2ccc(S(=O)(=O)N3CCOCC3)s2)cc1	0.0%	-1%	-21%	-6	9%	29%	0%	-1%	3%	3%	-4%
O=C(NCC(=O)N(c1cnc2ccccc2c1)C(C(=O)NC1CCCC1)c1ccncc1)c1ccco1 (configuration not stated)	-0.5%	-4%	2%	1	?	?	2%	-3%	0%[46.1 µM]	2%	-2%
CC(=O)NC(Cc1ccc(F)cc1)C(=O)O (configuration not stated)	-0.3%	-7%	6%	23	1%	-1%	3%	-1%	2%	-1%	2%
O=[N+]([O-])c1cc(/C=N/O)ccc1N1CCCC1	-0.1%	-2%	10%	0	1%	-21%	-1%	2%	5%	3%	4%
Cc1cccc(C)c1NC(=O)CN(C)C(=O)c1ccccc1C(=O)N(C)Cc1ccccc1	0.5%	1%	0%	27	4%	?	-1%	1%	-5%	-5%	?
Cc1ccsc1CN(C)CC(=O)Nc1ccccc1C(=O)NC1CC1	-0.6%	-4%	3%	-2	-2%	-20%	3%	-3%	4%	1%	/
COc1cccc(-c2sc3ccc(OC)cc3c2-c2cc(F)cc(OC)c2)c1	-0.1%	1%	2%	-9	?	19%	-2%	0%	3%	10%	7%
CCN1CCN(CC(=O)Nc2ccc3c(c2)OCCO3)C(=O)C1=O	-0.2%	-4%	0%	1	3%	11%	-1%	5%	0%	9%	-3%
O=C(COC(=O)CCC1CCCC1)Nc1ccc(F)cc1Cl	-0.4%	1%	15%	-15	1%	15%	0%	0%	-2%	14%	3%
Cc1cc(C)n2nc(C(=O)NNC(=O)c3ccccc3)nc2n1	0.1%	-1%	3%	-7	?	8%	5%	-2%	3%	17%	0%

(more compounds)
SMILES	B2AR arrestin	PTAP TSG101 blk	Eya2 inh	TSHR antagonist	Chronic BCR inh	ELG1 repair inh	USP2a block	Tb PFK block	TCR activator	uPA generation	Mito fusion act
CCNC(=S)N1CCN(CC)CC1	-0.2%	-2%	18%	-7	-3%	2%	14%	-6%	-19%	-6%	1%
COCC(C)NC(=O)c1ccc2nc(-c3ccccc3)c(-c3ccccc3)nc2c1 (configuration not stated)	-0.3%	-5%	-13%	-5	-1%	?	0%	1%	/	7%	8%
O=C(Cc1ccccc1)CC1(O)C(=O)Nc2ccccc21 (configuration not stated)	0.2%	2%	9%	5	2%	7%	-2%	-1%	/	13%	-6%
CO[C@@]1(NC(=O)C2SC(=C(C(N)=O)C(=O)O)S2)C(=O)N2C(C(=O)O)=C(CSc3nnnn3C)CS[C@@H]21 (some centres not stated)	0.2%	-2%	15%	-2	3%	3%	-1%	19%	-1%	9%	2%
CSCCC(NC(=O)c1ccccc1Cl)C(=O)NCCc1ccccn1 (configuration not stated)	0.3%	-2%	-15%	/	1%	0%	1%	0%	/	-16%	/
CC1(C2CC2)NC(=O)N(CC(=O)Nc2cc(S(=O)(=O)N3CCCCC3)ccc2Cl)C1=O (configuration not stated)	2.4%	-2%	4%	15	2%	-6%	0%	0%	3%	?	-2%
COc1ccc(C(=O)COC(=O)c2ccccn2)c(OC)c1	-0.1%	-6%	-4%	4	?	?	-3%	1%	-2%	3%	/
O=C1C=C(c2cccc(Cl)c2)C[C@@H](c2ccc3c(c2)OCO3)C1	-0.1%	-6%	4%	-3	2%	?	3%	-3%	3%	8%	?
CCCN1CCC(=O)N([C@H](CSc2ccc(C)cc2)Cc2ccccc2)CC1	2.5%	-3%	-5%	15	-20%	-1%	7%	16%	3%	-23%	-28%
O=C(OCC(=O)N1CCN(c2ccccc2)CC1)c1ccccn1	0.0%	-2%	-7%	-1	-2%	-4%	4%	-1%	6%	-2%	4%
COc1ccc(Cl)cc1NC(=O)c1ccoc1C	0.0%	-1%	14%	2	-4%	1%	1%	-4%	1%	-3%	5%
COC(=O)CSc1nnc(-c2cccnc2)n1-c1cccc(OC)c1	-0.4%	-3%	-2%	-8	2%	0%	0%	-6%	-2%	7%	-3%
CCC1=NN2C(=N)/C(=C/c3ccc(OS(=O)(=O)c4ccccc4)cc3)C(=O)N=C2S1	-0.4%	-2%	5%	15	4%	-3%	-1%	2%	-8%	1%	-1%
CCOc1ccc(C2/C(=C(/O)c3ccc(S(=O)(=O)N4CCCCC4)cc3)C(=O)C(=O)N2CCCOC)cc1OC (configuration not stated)	-0.6%	-3%	3%	15	3%	1%	2%	-3%	-5%	15%	-1%
Cc1ccc2[nH]c(=O)c(CN(Cc3cccnc3)Cc3nnnn3CCN3CCOCC3)cc2c1	-0.4%	-7%	-4%	3	?	4%	2%	0%	3%	1%	-1%
CCc1ccc(NC(=O)N2CCc3ccccc3C2)cc1	-1.1%	-5%	-9%	18	?	?	-1%	4%	-2%	-4%	-1%
COCCN(Cc1nnc(-c2cccs2)o1)C(=O)CN1C(=O)NC2(CCCCC2)C1=O	-1.2%	-15%	-9%	6	-1%	-3%	3%	6%	-6%[46.1 µM]	-2%	/
O=C(c1ccc2ccccc2c1)N1CCN(c2ccccn2)CC1	-0.3%	-4%	-17%	1	4%	?	-1%	11%	2%	2%	3%
CSc1ccccc1C(=O)OCC(=O)N1CCN(C(C)=O)CC1	0.2%	-3%	-4%	11	0%	7%	3%	-2%	0%	-23%	2%
COc1cccc(CNC(=O)C23CN(Cc4ccccc4)CC2C(c2ccc([N+](=O)[O-])cc2)=NO3)c1 (configuration not stated)	0.0%	-5%	?	4	8%	?	-1%	0%	0%	1%	3%
C=Cn1cc[n+](CC(=O)C(C)(C)C)c1	7.2%	-6%	4%	5	0%	7%	3%	-2%	2%[46.1 µM]	4%	-3%
